# MRP1 act: activates MRP-1. AID 799. actives 0.61% (n = 140,000). viability increase, % at 10 µM. H69AR cells + doxorubicin, viability rescue, CellTiter-Glo;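 active = viability gain under doxorubicin at or above a set limit, the compound median plus 3 SD, cut at about 4.7% in these data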;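 also: MRP-1 overexpressing cells given doxorubicin 25 µM after compound pretreatment; 18-22 h compound pretreatment then 72 h with doxorubicin before readout; 0% = doxorubicin-only wells and 100% = vehicle-treated cells without doxorubicin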
# E-sel TNF inh: TNF alpha driven E-selectin expression inhibition. HUVEC TNFa-induced E-selectin immunofluorescence, high content. inhibition, % at 2 µM. actives 0.71% (n = 120,000). AID 1246;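 active = inhibition above the batch mean plus 3 SD, and confirmed as a hit on visual image review, cut at about 43% in these data; inconclusive = passes the inhibition cutoff but fails visual image review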;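 also: 0% = TNF-stimulated DMSO wells and 100% = unstimulated control wells; not every result past the cut was called active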
# NPY-Y2 antag: blocks the human neuropeptide Y Y2 receptor | AID 793 | P49146 | inhibition, % at 2.7 µM | NPY-Y2 expressing cells, antagonist mode | actives 0.99% (n = 140,000); in the data active = inhibition above about 17%;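 also: 0% = vehicle with agonist challenge and 100% = reference antagonist with challenge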
# Target sequence (P49146 whole entry, looked up): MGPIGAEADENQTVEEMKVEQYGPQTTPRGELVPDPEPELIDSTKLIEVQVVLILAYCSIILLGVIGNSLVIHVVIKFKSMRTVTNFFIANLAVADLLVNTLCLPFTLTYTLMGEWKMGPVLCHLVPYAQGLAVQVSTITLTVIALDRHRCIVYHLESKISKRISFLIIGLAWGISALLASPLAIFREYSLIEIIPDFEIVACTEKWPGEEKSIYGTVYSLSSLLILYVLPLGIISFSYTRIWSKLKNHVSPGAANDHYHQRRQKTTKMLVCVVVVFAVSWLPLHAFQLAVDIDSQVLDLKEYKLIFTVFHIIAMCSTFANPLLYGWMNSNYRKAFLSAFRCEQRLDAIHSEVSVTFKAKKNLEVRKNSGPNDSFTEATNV
# Yeast life ext: yeast lifespan extension; inhibition of the nicotinamide effect, % at 10 µM; S. cerevisiae growth with nicotinamide, OD615; deaD strain in restrictive glucose medium; actives 0.68% (n = 130,000);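 active = inhibition above a set limit, placed 3 SD over the median of all compounds, cut at about 26% in these data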;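 also: 0% = nicotinamide-treated wells and 100% = cells grown without nicotinamide; some compounds called inactive have numbers as strong as hits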
#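 Buffer or medium: CSMM-D glucose medium, restrictive; test system: modified budding yeast, DeaD strain; compound: single dose 10 µM compound, 0.25% DMSO; schedule: culture preincubation 4 h, compound exposure 48 h, both 30 °C; detection: optical density (absorbance) at 615 nm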
# Measles CPE: protection of cells from measles virus. actives 1.5% (n = 140,000). protection (pct of control), % at 4 µM. Measles virus-infected cells, CPE protection, absorbance; in the data active = protection mostly above about 24%, no sharp cut-off; inactive = mostly below about 26%; also: some compounds called inactive have numbers as strong as hits
# HCT116 PTEN-null: PTEN-deleted cell growth suppression. HCT116 PTEN-null viability, CellTiter-Glo, 60 h; active compounds read low. viability, % at 10 µM. actives 1.2% (n = 140,000). AID 827;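 active = viability at or below a set limit, 4 SD under the median of all tested compounds, cut at about 3.7% in these data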;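 also: PTEN knockout HCT116 line with beta catenin targeted HCT116 as companion control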
# bCat KO growth: beta-catenin-lacking colon tumor cell growth suppression. HCT116 beta-catenin knockout viability, CellTiter-Glo, 60 h; active compounds read low. viability, % at 10 µM. actives 1.5% (n = 140,000);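 active = viability at or under a set limit, the compound median less 4 SD, cut at about 6% in these data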;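 also: 0% = Hyamine 1622 control at 20 µM and 100% = untreated cell control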
# Yeast growth inh: chemicals that inhibit yeast BB579 growth in restrictive medium (lifespan-shortening candidates); S. cerevisiae BB579 growth, OD615, 48 h; actives 0.51% (n = 140,000); inhibition, % at 10 µM; AID 804;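 active = inhibition above a set limit, 3 SD over the mean compound inhibition, cut at about 44% in these data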; also: inactives centre near -24
#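 test system = yeast BB579 (DeaD) | buffer or medium = restrictive CSMM-D medium | doses = single compound dose of 10 µM, 0.25% DMSO final | times = 4 h preincubation and 48 h exposure at 30 °C | technique = culture absorbance at 615 nm | benchmarks = amphotericin B 10 µg/mL, positive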
# GALR2 antag: GALR2 (human) receptor antagonism; O43603; GALR2-expressing cells, antagonist mode; inhibition, % at 4 µM; actives 0.39% (n = 140,000); in the data active = inhibition above about 27%;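 also: cells stimulated with galanin 1-16 at roughly its EC80; 0% = agonist challenge control and 100% = basal control without agonist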
# Target sequence (O43603 whole entry, looked up): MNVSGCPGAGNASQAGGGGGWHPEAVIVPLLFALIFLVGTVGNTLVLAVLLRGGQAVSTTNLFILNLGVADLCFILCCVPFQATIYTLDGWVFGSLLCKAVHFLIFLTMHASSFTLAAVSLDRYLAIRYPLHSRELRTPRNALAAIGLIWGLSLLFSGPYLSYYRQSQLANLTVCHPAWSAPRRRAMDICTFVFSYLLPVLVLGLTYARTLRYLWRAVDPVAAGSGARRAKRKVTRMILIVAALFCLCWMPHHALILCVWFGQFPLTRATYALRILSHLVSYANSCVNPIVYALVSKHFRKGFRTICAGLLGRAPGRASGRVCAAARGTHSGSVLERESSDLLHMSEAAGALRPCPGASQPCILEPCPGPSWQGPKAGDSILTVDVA
# Phagocytosis inh: macrophage phagocytosis inhibition; inhibition, % at 5 µM; actives 0.07% (n = 110,000); J774A.1 macrophage IgG-bead phagocytosis, imaging;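 active = inhibition above the mean of the plate negative controls plus 5 SD, cut at about 13% in these data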;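 also: phagocytic index as fraction of beads internalized from green versus red external bead signal; plate controls were DMSO negative control for no effect and cytochalasin-D positive control for full effect; some results beyond the cut were filed as inactive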
# * marks the source's active call; other numbers are inactive results; ? = inconclusive; . = not tested or not shown. Rows were taken by chance; overall some 6.1% were active at least once.
SMILES,MRP1 act,E-sel TNF inh,NPY-Y2 antag,Yeast life ext,Measles CPE,HCT116 PTEN-null,bCat KO growth,Yeast growth inh,GALR2 antag,Phagocytosis inh
O=S(=O)(NCCCN1CCN(c2ccccc2F)CC1)c1cccc2cccnc12,-1.0,.,1,-3,2,70,65,-59,2,0
Cc1ccc(C)c(N(CC(=O)NC2CCCC2)C(=O)c2cc3cc4cc(C)ccc4nc3s2)c1,0.9,.,1,0,0,82,82,6,1,0
S=c1[nH]nc(C23CC4CC(CC(C4)C2)C3)n1Cc1ccco1,-3.3,-12,0,3,6,88,95,-38,-8,.
CCC(C(=O)NC(C)CCc1ccco1)n1nc(C)n2c(cc3occc32)c1=O (centres undefined),-2.8,-24,6,-4,2,103,91,-25,6,.
COc1c(Cl)cc(Cl)cc1CNCCNCCO,-2.1,1,4,-3,15,94,78,-30,8,2
COc1cccc(N2C(=O)CC(N3CCN(S(=O)(=O)c4ccccc4)CC3)C2=O)c1 (centres undefined),2.3,.,-1,-8,18,101,104,-29,7,-1
Cc1cccc(C(=O)NC(=S)Nc2ccc(S(=O)(=O)N3CCN(C)CC3)cc2)c1,-1.1,3,1,-3,19,98,85,-43,-7,-2
O=c1oc2ccccc2cc1-c1csc(Nc2nc3ccc(F)cc3s2)n1,-3.9,2,4,1,7,68,80,-41,4,-1
COC(=O)c1c(NC(=O)CCCC(=O)O)sc2c1CCC2,-1.1,18,3,-15,11,95,102,14,-7,-2
CSc1cccc(NC(=O)C2CCCN2S(=O)(=O)c2ccc3c(c2)CCC(=O)N3)c1 (centres undefined),-0.9,-48,3,-1,2,98,89,-46,18,2
COc1ccc(C)cc1S(=O)(=O)N1CCCCC1,-2.2,0,2,-5,10,88,91,-20,-3,.
CCc1ccc(NC(=O)CSc2nnc(CC)c(CC)n2)cc1,-0.1,28,11,-12,7,110,98,-28,-7,0
Fc1ccc(NC(=S)Nc2ccc(F)c(Cl)c2)cc1Cl,-6.9,.,-4,-32,16,6,9,42,5,0
Cc1ccc(NC(NC(=O)c2ccccc2[N+](=O)[O-])C(Cl)(Cl)Cl)cc1 (centres undefined),-1.4,.,-2,2,21,81,86,-9,-6,-12
CCOc1ccc(N=c2cc(-c3ccc(OC)cc3)oc3ccccc23)cc1,-2.7,-34,1,-11,9,23,46,-62,-8,-9
CCOC(=O)c1cc(-c2ccccc2)sc1NC(=O)C(C)(C)C,-2.3,-47,-2,-13,6,101,97,-34,11,.
Nc1c(C(=O)c2ccc(F)cc2)oc2ccccc12,-0.8,3,-1,-23,12,98,88,-37,1,.
C=CCSC1=C(C#N)C(c2ccccc2OCC)C(C#N)C(=O)N1 (centres undefined),-3.1,1,0,-4,6,104,96,-28,1,4
CCCc1nc(N)sc1C(=O)OCC,-1.2,-18,2,-25,4,92,103,11,-2,1
CCN(CC)C(=O)CSc1nnc(-c2ccc(S(=O)(=O)N3CCCC3)cc2)o1,0.0,10,3,-7,5,102,97,-28,-6,2
Cc1nnc(NC(=O)CSc2nnc(-c3ccc(S(=O)(=O)N4CCCC4)cc3)n2C)s1,-0.8,-28,3,-4,7,96,96,-3,3,.
Cc1cc(NCC(C)C)n2ncnc2n1,-0.7,6,1,0,11,102,110,-3,5,0
COC(=O)C1(C#N)C(c2ccccc2)C1(C(=O)OC)C(=O)OC (centres undefined),0.0,3,1,-5,4,81,77,13,-16,0
CCOCCNC(=O)c1ccc2c3c(cccc13)CC2,-0.7,-23,6,-3,3,111,96,-71,2,0
c1ccc2c(c1)oc1c(Nc3ccc4c(c3)OCCO4)ncnc12,-2.2,-62,3,-28,7,50,68,-32,7,.
O=S(=O)(Nc1cccnc1Cl)c1ccc2c(c1)OCCO2,-0.9,.,-1,8,33*,101,103,-10,18,.
C=CC[C@H]1CC(Cc2ccccc2)=C[C@H](CC=C)N1,-2.2,.,1,4,19,82,76,-27,21,-1
CC(=O)Nc1cccc(/C(C)=N\NC(=O)c2ccc(Cn3nc([N+](=O)[O-])c(Cl)c3C)o2)c1,-0.9,.,0,0,10,92,97,-19,8,-11
COc1ccc(NC(=O)c2ccc(-n3nc(C)c[n+]3[O-])cc2)cc1,-1.0,-11,2,-16,5,92,94,-36,5,-3
COc1ccccc1C(=O)n1nc(-c2ccccc2)nc1N,1.7,9,2,-8,10,105,100,11,5,-1
OC(COCc1cccs1)CN1CCN(c2ccccc2Cl)CC1 (centres undefined),0.4,-8,5,6,20,90,92,-41,-7,4
O=C(C1CN(S(=O)(=O)c2ccccc2)CCN1S(=O)(=O)c1ccccc1)N1CCCCCC1 (centres undefined),-1.1,11,4,-8,4,96,96,-15,-6,2
Cc1nc2cc(C(=O)OCC(=O)NC(C)C(C)C)ccc2n1-c1ccccc1 (centres undefined),-2.0,1,1,0,7,96,88,-27,7,0
CC#CCCCC(=O)Nc1cccc(C(=O)O)c1,-2.8,.,-1,-15,5,83,88,-51,-11,.
Cc1ccc(Nc2nc(N)nc(CSC(=S)N3CCOCC3)n2)cc1,-4.1,0,4,-9,4,65,49,-21,-12,-2
COC(=O)C1(C(=O)OC)NOC2C(=O)N(c3ccccc3)C(=O)C21 (centres undefined),-1.2,-8,2,-4,5,99,111,-20,4,-1
COc1ccccc1CC(NC(C)=O)C(=O)N1CCN(C(=O)Nc2ccccc2Cl)CC1 (centres undefined),-2.1,5,4,-20,28,97,106,-15,-8,-1
O=C(c1cn(-c2ccccc2)nc1-c1ccc(Cl)cc1)N1CCOCC1,-0.2,.,-2,-4,5,82,90,-11,-9,2
CC(C)(C=O)C1=CC(=O)c2ccccc2C1=O,-5.6,.,0,0,0,1.7*,1.3*,-8,24,13
CCC1Oc2nc(SC)nnc2-c2ccccc2N1C(=O)c1ccccc1 (centres undefined),-4.9,9,-4,-2,17,72,71,-23,0,0

# Reprinted from the part before: 4 entries; new compounds follow.
SMILES,MRP1 act,E-sel TNF inh,NPY-Y2 antag,Yeast life ext,Measles CPE,HCT116 PTEN-null,bCat KO growth,Yeast growth inh,GALR2 antag,Phagocytosis inh
COc1ccccc1CC(NC(C)=O)C(=O)N1CCN(C(=O)Nc2ccccc2Cl)CC1 (centres undefined),-2.1,5,4,-20,28,97,106,-15,-8,-1
O=C(c1cn(-c2ccccc2)nc1-c1ccc(Cl)cc1)N1CCOCC1,-0.2,.,-2,-4,5,82,90,-11,-9,2
CC(C)(C=O)C1=CC(=O)c2ccccc2C1=O,-5.6,.,0,0,0,1.7*,1.3*,-8,24,13
CCC1Oc2nc(SC)nnc2-c2ccccc2N1C(=O)c1ccccc1 (centres undefined),-4.9,9,-4,-2,17,72,71,-23,0,0
COc1ccc(Cn2cnc3c(NS(C)(=O)=O)c(C)c(C)cc32)cc1,-0.7,-16,6,-8,9,93,83,-65,6,0
CCC(Oc1ccccc1)C(=O)Nc1ccsc1C(=O)OC (centres undefined),-1.5,.,8,-4,6,84,75,-16,3,4
O=C(c1ccco1)N1CCN(C(=O)C2CCCc3c2[nH]c2ccc(Cl)cc32)CC1 (centres undefined),-0.9,.,2,-6,82*,71,70,-39,-6,0
O=C(COC(=O)c1ccc(Cl)c(Cl)c1)Nc1cccnc1Cl,0.7,.,3,-5,25,104,97,-9,7,-3
COc1ccc(Cc2nc(-c3ccccn3)no2)cc1,-1.8,-28,-1,-7,5,99,99,-17,-1,-2
CCOC(=O)c1ccc(NC(=O)c2nn(C)cc2Br)cc1,0.4,.,5,-6,4,93,89,-28,6,-1
CC(=O)Oc1ccc(NC(=O)CCC2CCCCC2)c(C(=O)O)c1,-1.0,-7,6,.,3,95,95,-23,-8,.
CCOC(=O)c1cc(CC)sc1NC(=O)CCC(=O)O,-1.1,-7,8,-12,6,96,95,-61,14,-5
O=S(=O)(Nc1ccc2c(c1)OCO2)c1ccccc1,-3.9,4,0,-4,3,98,95,-32,1,0
Clc1ccccc1/C=N/c1cc(-c2ccccc2)nn1-c1ccccc1,-0.2,29,0,-13,4,83,82,-16,7,.
Cc1ccc(S(=O)(=O)n2ccc(-c3cccc(OCc4c(F)cccc4Cl)c3)n2)cc1,0.8,8,-1,-27,3,35,17,-34,4,.
CCN(CC)C(=O)c1cc(C(C)(C)C)c(O)c(C(C)(C)C)c1,1.5,.,8,1,32,95,77,-2,0,-4
COc1ccc(-c2cc(C(=O)OC3CCOC3=O)c3ccccc3n2)cc1OC (centres undefined),-3.1,-5,-2,-10,3,106,91,-17,7,.
O=c1[nH]nc(SCc2ccccc2)c(=O)[nH]1,-0.7,.,8,7,15,96,103,-33,11,-9
COc1cc(C2c3c(n[nH]c3C)C(=O)N2c2ccc(C)cc2)ccc1O (centres undefined),-5.2,-18,0,-7,9,100,82,-28,5,-2
O=C(O)c1cc2nc(-c3ccc(F)cc3)cc(C(F)(F)F)n2n1,0.6,?,-1,-8,11,101,91,-25,0,1
Cc1cnc(NC(=O)C2CCCC2)s1,-1.1,-8,-1,3,4,66,86,-39,2,-3
CC(=O)Nc1ccc(N2CCN(C(C)=O)CC2)cc1,0.6,-4,2,-13,.,104,110,-41,3,-2
COC(=O)c1ccccc1NC(=O)CCc1ccccc1,0.3,.,7,-3,5,93,98,-21,6,2
O=C(Cn1nc(C(F)(F)F)cc1C1CC1)NCc1ccccc1F,-1.1,.,3,1,7,101,97,-33,-2,-3
CC(C)=C1C2CCC1C1C(=O)N(NC(=O)c3ccco3)C(=O)C21 (centres undefined),0.4,10,0,5,4,110,107,-13,6,1
O=S(=O)(NCC(c1cccnc1)N1CCN(c2ccc(F)cc2)CC1)c1cccs1 (centres undefined),-4.1,-4,4,2,4,86,86,-8,11,0
O=C(OCc1cc(=O)n2c(n1)sc1ccccc12)c1ccc(O)cc1,-2.2,.,4,-2,4,87,89,-34,-13,-10
COC(=O)c1cc(C#N)c(N(C)Cc2ccccc2)nc1C,-0.3,0,7,-14,33,81,91,-37,-5,-2
CCn1c(CSc2nc(C)cc(C)n2)nnc1SCC(=O)Nc1ccccc1,-0.7,-1,0,-8,10,119,91,-53,-2,0
Cc1ccc(NC(=O)NCCCc2ccccc2)cc1,-0.1,-57,3,-22,4,90,104,-16,-21,0
CN(C)c1oc(-c2ccc(OCc3ccc(Cl)cc3)cc2)nc1C#N,0.3,3,0,1,2,114,104,-56,-9,-1
Cc1cc(C)n(-c2nc(SCC(=O)Nc3nccs3)c3c4c(sc3n2)COC(C)(C)C4)n1,-6.4,.,2,-16,10,84,73,1,-7,-1
Cc1nc(N)sc1-c1csc(Nc2ccccn2)n1,-2.1,.,-3,-14,3,94,94,-18,-4,0
